Source: PubChem (several laboratories)
SUMO Mot1 rescue: inhibitors of SUMOylation pathway: yeast Mot1-301 growth rescue | S. cerevisiae Mot1-301 growth rescue, ATP luminescence, 38.5C; percent above DMSO median, 100 means doubled | growth rescue, % at 18.8 µM | hit rate 1% among 320,000 | AID 2716;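 active means every valid replicate shows activation above 250% relative to neutral control wells; inactive means the rest, any valid replicate at or below 250%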;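 further: OY570 slx delta 5 strain wells were the positive control but not used for scaling; some compounds called inactive have numbers as strong as hits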
AddAB inh: less growth of phage-infected E. coli with AddAB; E. coli expressing H. pylori AddAB, absorbance growth; inhibition, % at 11.9 µM; hit rate 0.29% among 330,000; AID 435030; in the data active means inhibition above about 12%;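 further: 0% = vehicle wells of infected cells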
PfHsp90 yeast 2: reduces growth (ATP signal) of yeast expressing P. falciparum Hsp90. hit rate 0.32% among 310,000. inhibition, % at 9.4 µM. AID 504621. S. cerevisiae expressing PfHsp90, BacTiter-Glo ATP, 48 h; yeast lacking PDR1 and PDR3 efflux regulators;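 active means every replicate shows inhibition above about 80%, whatever the replicate mean, limit read from the data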;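 further: 0% = DMSO neutral controls and 100% = 20 µM radicicol positive controls; yeast relying on Plasmodium falciparum Hsp90 in place of its own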
MOR-DOR inv ag: inverse agonists of human mu-delta opioid receptor heterodimerization; cell-based MOR-DOR heterodimer luminescence, inverse agonism; inhibition, % at 9.3 µM; hit rate 0.21% among 340,000; in the data active means inhibition above about 22%, passing the limit was not always enough;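 further: 0% = cells with DMSO and 100% = wells without cells with DMSO; values of inactives mirror those of a sister screen read the other way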
Target sequence (P35372 whole entry, looked up): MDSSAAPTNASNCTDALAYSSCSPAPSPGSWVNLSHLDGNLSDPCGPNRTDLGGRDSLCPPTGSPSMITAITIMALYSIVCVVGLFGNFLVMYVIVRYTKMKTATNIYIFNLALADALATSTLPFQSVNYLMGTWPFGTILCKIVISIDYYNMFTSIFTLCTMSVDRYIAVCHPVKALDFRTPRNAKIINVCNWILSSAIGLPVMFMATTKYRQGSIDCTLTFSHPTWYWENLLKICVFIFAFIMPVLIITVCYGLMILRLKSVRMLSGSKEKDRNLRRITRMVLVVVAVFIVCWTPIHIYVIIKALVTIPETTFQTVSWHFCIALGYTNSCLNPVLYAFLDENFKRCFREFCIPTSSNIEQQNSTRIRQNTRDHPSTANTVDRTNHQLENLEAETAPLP
Target sequence (P41143 whole entry, looked up): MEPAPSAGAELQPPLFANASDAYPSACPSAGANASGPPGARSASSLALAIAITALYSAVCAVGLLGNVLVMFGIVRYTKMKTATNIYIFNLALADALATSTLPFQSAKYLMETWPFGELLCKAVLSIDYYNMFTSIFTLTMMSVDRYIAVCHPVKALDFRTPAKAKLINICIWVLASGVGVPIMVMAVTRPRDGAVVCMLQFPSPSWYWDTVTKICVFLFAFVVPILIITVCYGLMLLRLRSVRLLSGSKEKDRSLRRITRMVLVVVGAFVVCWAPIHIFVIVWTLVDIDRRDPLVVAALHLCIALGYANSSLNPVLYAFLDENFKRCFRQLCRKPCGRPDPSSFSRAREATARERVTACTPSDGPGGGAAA
PKA-R1A activ: activators of PKA-R1A complex | hit rate 0.083% among 340,000 | activation, % at 11.4 µM | P00514+P68181 | AID 504707 | PKA-R1A dissociation, Cy5-IP20 fluorescence polarization; scaled: DMSO 0%, 113 µM cGMP 100%;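 active means percent activation above the mean of all tested compounds plus 3 SD, cut at about 19% in these data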;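 further: higher means more PKAc released from R1A so a rise in polarization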
Pemphigus Ab inh: blocks pemphigus antibody binding to human desmoglein-3; P32926; DSG3-coupled beads, scFv-anti-DSG3-GFP binding, flow cytometry; hits give low values; hit rate 0.48% among 310,000; binding (percent of control), % at 10 µM;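 active means binding more than 3 SD below its plate's average and above zero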;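 further: hits lower antibody fragment binding to DSG3; some compounds called inactive have numbers as strong as hits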
Tat transport: blocks Tat-dependent protein export in E. coli | E. coli MC4100 TorA-mCherry Tat export, fluorescence | inhibition, % at 10 µM | hit rate 0.036% among 340,000 | AID 488895;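 active means mean replicate inhibition at least 50% and at least half of replicates individually reaching 50%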;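 further: exported cargo escapes ClpAP degradation while cytoplasmic cargo is degraded and loses fluorescence; 0% = median of neutral control wells and 100% = median of NaSCN control wells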
OPRM1-OPRD1 ag: agonists of human mu-delta opioid receptor heterodimerization; P35372+P41143; cells, OPRM1-OPRD1 heterodimerization, luminescence; activation, % at 9.3 µM; hit rate 0.3% among 340,000; in the data active means activation above about 18%;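 further: 0% = vehicle-treated cells and 100% = reference agonist; values of inactives mirror those of a sister screen read the other way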
Arrestin-AP2 inh: inhibitors of human beta-arrestin and AP2 interaction. AID 504490. FITC-arrestin peptide / GST-AP2 beads, flow cytometry; AP2 beta2 appendage carries R879A mutation. inhibition, % at 10 µM. hit rate 0.31% among 340,000;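 active means inhibition above a set limit, near 3 SD of compounds lacking own fluorescence, cut at about 54% in these data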;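 further: plate controls were DMSO wells for no effect and 5 µM unlabelled arrestin peptide for full effect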
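System: GST-tagged AP2 beta2-adaptin appendage (R879A) on 4 µm glutathione beads / Reagent: FITC-arrestin peptide, 50 nM / Detection: HyperCyt-sampled flow cytometry, FL1 channel, ex 488/em 535 nm / Timing: 12 min plus 1 h, RT / Buffer or medium: PBS plus Tween 20 (0.05%) and BSA (0.1%)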
phage Ecoli inh: E. coli growth loss with phage present | growth absorbance | inhibition, % at 11.9 µM | hit rate 0.26% among 360,000; in the data active means inhibition above about 11%
Ecoli viability: counter-screen for AddAB inhibitors: E. coli growth inhibition | E. coli V3065 growth, OD600 absorbance, 18 h | inhibition, % at 11.9 µM | hit rate 0.27% among 330,000;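 active means inhibition above the campaign's mean inhibition across all tested compounds plus 3 SD, cut at about 9.9% in these data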;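 further: uninfected addAB+ strain grown without phage in ampicillin broth; 0% = DMSO wells and 100% = ciprofloxacin 0.95 µg/ml wells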
* marks the source's active call; other numbers are inactive results; / = not tested or not shown. Outcome played no part in choosing rows; overall some 2.8% were active at least once.

SMILES	SUMO Mot1 rescue	AddAB inh	PfHsp90 yeast 2	MOR-DOR inv ag	PKA-R1A activ	Pemphigus Ab inh	Tat transport	OPRM1-OPRD1 ag	Arrestin-AP2 inh	phage Ecoli inh	Ecoli viability
CCCC(=O)OCC(=O)Nc1cc(C(C)(C)C)nn1-c1ccccc1	-18	0.3	3	17	-17	86	-1	-2.8	20	1.3	-3.1
C=CCOc1ccccc1CNCCNC(=O)c1nonc1N	-14	1.9	21	6	-5	/	10	-1.4	1	0.8	-1.3
CC1CC(C)CN(CCCNC(=O)c2cc3c(=O)[nH]c4ccccc4c3n2C)C1 (stereo unspecified)	-7	-1.1	-13	6	8	98	-9	-1.0	60*	0.5	-2.9
Cc1cccc(Nc2nc(N3CCCCC3)nc(N3CCCCC3)n2)c1	2	1.5	-25	0	-1	123	5	-0.1	-11	2.0	1.1
CCOC(=O)C1=CN(Cc2cccc(F)c2)S(=O)(=O)NC1c1ccc(F)c(Cl)c1 (stereo unspecified)	/	0.4	-7	-23	-14	102	7	4.6	-2	3.0	0.4
COC(=O)c1ccc(-n2nnnc2SC)cc1	/	1.5	-4	11	0	/	14	-2.2	7	3.0	-0.1
Cc1cc(OCC(=O)N(C)C2CCCCC2)cc(C)c1Cl	128	1.5	-21	-14	-3	101	-13	2.7	3	0.8	-1.4
CNC(=S)NNC(=O)c1cccn(Cc2cccc(C(F)(F)F)c2)c1=O	181	2.9	5	0	-2	102	6	0.1	12	2.0	-2.2
Cn1c(CN2CCCC2)nc2cc(NC(=O)COc3ccc(Cl)cc3)ccc21	3	0.3	31	-53	8	104	-1	9.4	-56	1.1	-0.2
CCN1C(=O)C(=O)N(CC(=O)Nc2ccccc2Oc2ccccc2)C1=O	7	-0.9	-12	-6	7	96	-14	1.1	16	0.9	0.3
CCOC(=O)C1=C(C)Nc2ccccc2N=C1NC(=O)c1oc2ccccc2c1COC	-2	1.3	7	-1	0	93	9	0.1	19	2.4	-0.3
CC(C)OCCCN1C(=O)c2ccccc2C1C(=O)NC1CCCCC1 (stereo unspecified)	-22	0.4	2	7	12	108	-50	-1.3	2	1.2	0.1
COc1ccc(NC(=O)C(C)SCc2ccccc2)cc1 (stereo unspecified)	39	3.0	22	5	-2	108	3	-1.1	-1	4.2	0.5
CCOC(=O)c1c(-c2ccsc2)csc1N	0	-5.7	6	8	-9	112	10	-1.6	5	3.0	-0.2
Cc1ccc2oc(=O)n(CC(=O)O)c2c1	93	4.4	-10	14	3	/	1	-2.5	2	0.8	-3.6
Cc1nnc(N/N=C/c2ccco2)n1N	-13	4.9	-1	-30	-5	94	-4	6.4	-13	2.8	6.5
O=C(CCC(=O)N(CC(=O)NC1CCCC1)c1ccccc1F)Nc1nccs1	327	2.0	38	17	1	92	-1	-2.7	6	1.5	-0.1
O=C(CCCCCn1c(=O)[nH]c2ccsc2c1=O)N1CCN(C2CCCCC2)CC1	2	3.5	-12	8	1	105	4	-1.5	-3	1.1	1.7
COc1ccccc1/C=N/NC(=O)c1ccc(Br)cc1	18	1.8	4	4	-7	93	0	-0.6	3	0.7	-3.3
COc1ccc(C2(CNC(=O)Cc3ccccc3)CCCC2)cc1OC	-6	-0.8	-2	6	-4	101	0	-1.0	8	-1.7	-0.6
CS(=O)(=O)NCCSCc1c(F)cccc1Cl	-6	0.8	5	7	1	100	6	-1.4	-33	2.7	2.5
CN(C)C(=S)Nc1ccc2c(c1)OCO2	30	-2.4	-13	13	7	100	-2	-2.6	37	2.8	0.9
COC(=O)CN(C)C(=O)c1ccccc1OC1CCN(S(C)(=O)=O)CC1	17	0.7	-3	7	-5	100	-2	-1.5	-5	0.6	-0.9
CCN1C(=O)[C@H]2[C@H]3CN=C(SCc4ccccc4)N3[C@@](Cc3ccccc3)(C(=O)OC)[C@H]2C1=O	/	1.7	5	20	-7	105	-1	-4.0	8	3.0	1.1
COc1ccc(C(=O)N/C(=C/c2cccc3ccccc23)C(=O)NCCc2c[nH]c3ccccc23)cc1OC	4	-0.8	0	13	-1	95	-9	-2.0	-7	0.1	-3.5
(list continues)
SMILES	SUMO Mot1 rescue	AddAB inh	PfHsp90 yeast 2	MOR-DOR inv ag	PKA-R1A activ	Pemphigus Ab inh	Tat transport	OPRM1-OPRD1 ag	Arrestin-AP2 inh	phage Ecoli inh	Ecoli viability
CCSc1nc2nc(C)cc(C)n2n1	687	-4.6	-2	4	-5	102	8	-0.6	-8	0.8	-0.3
Cc1cccc(NC(=O)CSCC(=O)NNC(=O)c2ccoc2C)c1	-8	4.5	-4	17	-13	103	1	-3.1	-4	-0.9	0.6
CCn1nccc1C(=O)Nc1ccc(C)c(C)c1	-2	/	2	7	-2	154	-6	-1.4	-12	/	/
CNS(=O)(=O)c1cccc(C(=O)OCC(=O)Nc2cc(F)ccc2F)c1	8	3.3	-3	-5	0	97	-12	0.9	-16	0.4	11*
CCOC(=O)c1nnc2cc(C)nn2c1C	-6	1.1	/	/	/	96	/	/	7	4.7	-1.1
CCc1ccccc1NC(=S)N(CCCN1CCOCC1)Cc1cccs1	-3	1.2	18	5	4	110	-2	-0.9	6	2.2	-0.7
CC(C)c1onc(C(=O)N(C)C2CCCCC2)c1[N+](=O)[O-]	56	0.2	17	11	-1	84	0	-2.2	-9	3.9	2.5
C=CCSc1nnc(-c2ccccc2N=Cc2c(C)[nH]n(-c3ccccc3)c2=O)c(=O)[nH]1	-3	0.7	-12	14	2	105	-10	-3.5	-6	1.4	-0.8
COc1ccccc1NC(=O)CCN1CCN(c2ccc(Cl)cc2)CC1	-1	5.8	8	0	-2	112	4	-0.1	6	3.2	1.2
CC(C)(C)OC(=O)N(CCc1ccccc1)Cc1ccc(OCc2cccc(NC(=O)c3ccccc3)c2)cc1	/	/	-1	-7	7	102	-3	1.5	12	2.8	/
Fc1ccc(CSc2nsc(SCc3ccc(F)cc3)n2)cc1	2	0.8	-1	3	6	98	4	-0.6	22	3.8	-0.7
CN(CC(=O)Nc1cccc(F)c1)C(=O)c1cn(-c2ccccc2)nc1-c1ccccc1	-5	-1.4	10	-30	-2	105	-1	7.4	32	1.2	0.5
Cc1c(C(=O)N2CCOCC2)c(S(=O)(=O)Nc2ccc(OC(F)(F)F)cc2)c(C)n1C	27	2.2	10	10	-4	102	-3	-1.9	0	-2.0	0.5
Cc1ccc(-n2nnc3c(=O)n(CC(=O)NCC4CCCO4)cnc32)cc1 (stereo unspecified)	82	1.8	/	-12	-6	99	-3	2.1	4	2.0	-1.1
COc1ccc(-c2csc(NC(=O)C3CSC4(C)CCC(=O)N34)n2)cc1OC (stereo unspecified)	-9	-1.2	/	0	-12	96	-5	0.0	-3	2.8	0.0
CCC1(c2ccccc2)SC(=O)NC1=O (stereo unspecified)	/	/	-1	8	5	92	1	-1.8	39	4.7	/
O=C(c1ccc(S(=O)(=O)N2CCCC2)cc1)N1CCCc2ccccc21	9	5.4	13	10	-6	/	-3	-2.3	8	1.0	2.2
CCO[C@H]1c2c(ccc3ccc(=O)oc23)OC(C)(C)[C@H]1O	2	1.2	7	15	-3	96	-10	-2.5	1	0.8	0.1
CC12CCC(=O)N1C(C(=O)NNC(=O)COc1cccc(C(F)(F)F)c1)CS2 (stereo unspecified)	742	4.3	/	3	0	103	2	-0.6	10	3.3	0.6
O=C(OCC(=O)N1CCCCCC1)c1ccc(S(=O)(=O)N2CCOCC2)cc1	-4	2.5	29	7	8	76	0	-1.4	-6	4.5	0.5
O=C(Nc1c(Cl)cccc1Cl)C1CCC1	0	-0.3	15	2	5	102	-1	-0.4	24	3.1	-0.7
Cc1nc(NC(=O)CC(C)C)sc1-c1csc(Nc2ccc(Cl)cc2)n1	-9	1.1	1	-14	-2	96	-2	2.4	11	3.4	1.0
CC(C)(C)NS(=O)(=O)c1ccc2nc(NC(=O)Cc3cccs3)sc2c1	-6	1.3	-4	-6	-5	98	8	1.0	-6	-1.2	0.0
COc1cccc(-c2nn(-c3ccc(C)cc3)cc2C(=O)N2CCc3cc(OC)c(OC)cc3C2)c1	33	-1.9	7	5	1	100	12	-0.7	4	0.7	-0.8
COc1cc2c(cc1OC)C(C)=NC1(CCCCC1)C2	-6	-1.5	6	10	-4	103	4	-2.0	1	1.0	0.2
The results go on:
SMILES	SUMO Mot1 rescue	AddAB inh	PfHsp90 yeast 2	MOR-DOR inv ag	PKA-R1A activ	Pemphigus Ab inh	Tat transport	OPRM1-OPRD1 ag	Arrestin-AP2 inh	phage Ecoli inh	Ecoli viability
Cn1ccnc1C1CCCCN1Cc1nc(-c2ccc3c(c2)OCO3)no1 (stereo unspecified)	-12	-1.3	35	11	-5	112	7	-2.2	-5	-0.8	-1.5
CN(CC(=O)Nc1ccc(F)cc1)C(=O)COc1ccc([N+](=O)[O-])cc1Cl	-22	2.0	11	-2	-1	100	-3	0.3	2	1.8	-0.8
Cc1cccc(N=C(N2CCOCC2)P(=O)(N2CCOCC2)N2CCOCC2)c1	45	-0.6	-2	-4	4	105	0	0.8	11	3.1	2.2
O=C(COC(=O)c1n[nH]c(=O)c2ccccc12)NC1CCCCC1	-7	3.1	1	19	5	97	6	-4.9	-16	-0.5	1.4
COc1cc(-c2nnc(-c3ccc(S(=O)(=O)c4ccccc4)cc3)o2)cc(OC)c1OC	/	/	/	7	-8	/	-3	-1.4	6	0.3	/
CCN1CCN(S(=O)(=O)c2ccc(OC)c3ccccc23)CC1	1	0.3	-9	11	-2	123	-7	-2.1	-16	0.3	0.6
Cc1nnc(-c2ccccc2)c[n+]1[O-]	373	6.1	1	17	-8	95	-3	-2.8	14	1.3	2.2
Cc1cccc(NC(=O)CNc2cc(C)ccc2C)c1	11	1.2	4	6	1	/	-5	-1.2	7	3.9	0.5
Cc1ccc(CS(=O)(=O)c2ccccc2-c2nnc(-c3ccc(Cl)cc3)o2)cc1	29	2.7	-8	8	-15	103	1	-1.9	3	2.4	1.5
Cc1cc(C)n2nc(C(=O)Nc3ccc(S(=O)(=O)N4CCCCC4)cc3)nc2n1	11	2.7	-15	7	5	112	-13	-1.5	-9	2.6	-2.6
O=C(c1ccc(S(=O)(=O)Nc2ccccc2Cl)cc1)N1CCOCC1	-24	0.5	31	-3	3	96	-5	0.5	1	0.1	0.6
Cc1cc(CNC(=O)COc2cc(F)ccc2[N+](=O)[O-])c2ccccc2n1	-25	-0.3	/	2	-2	117	-2	-0.5	6	0.8	1.2
CC(C)(C)c1csc(NC(=O)Nc2ccccc2)n1	0	3.9	-12	-21	6	105	4	4.0	16	7.1	-0.8
CCC(C(N)=NCCc1ccc(OC)c(OC)c1)c1ccccc1 (stereo unspecified)	-16	/	-2	-14	-1	98	4	3.1	10	-0.9	/
